core dimer inh = inhibitors of HCV core protein dimerization, primary screen, biochemical, TR-FRET, high-throughput | TR-FRET GST/Flag-core106 dimerization, 1536-well | inhibition, % at 5 µM | hit rate 0.33% among 300,000 | AID 1899, 2009;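 active = inhibition above the mean of all tested compounds plus 3 SD, set per screening campaign, cut at about 45% in these data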
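Assay system: GST-tagged and Flag-tagged HCV core protein residues 1-106 / Times: compound-protein-antibody incubation 4 h at 22.5 °C / Signal: time-resolved FRET, ex 340 nm, em 617 and 671 nm / Evaluation: % inhibition based on acceptor/donor emission ratio / Benchmarks: wells lacking GST-core106 and wells with excess unlabelled core106 / Repeats: singlicate, one well per compound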
LYPLA2 counter = LYPLA2 inhibitors, primary screen, counter-screen for PME1 inhibitor project, biochemical, fluorescence polarization, FP-Rh probe ABPP; hit rate 0.38% among 320,000; Acyl-protein thioesterase 2 (Homo sapiens), O95372; inhibition, % at 5.9 µM; recombinant LYPLA2;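 active = inhibition above the screen-wide mean plus 3 SD, limit set per campaign, cut at about 26% in these data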;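 also: 0% = LYPLA2 with DMSO and 100% = wells lacking LYPLA2 enzyme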
Target sequence (O95372 whole entry, looked up): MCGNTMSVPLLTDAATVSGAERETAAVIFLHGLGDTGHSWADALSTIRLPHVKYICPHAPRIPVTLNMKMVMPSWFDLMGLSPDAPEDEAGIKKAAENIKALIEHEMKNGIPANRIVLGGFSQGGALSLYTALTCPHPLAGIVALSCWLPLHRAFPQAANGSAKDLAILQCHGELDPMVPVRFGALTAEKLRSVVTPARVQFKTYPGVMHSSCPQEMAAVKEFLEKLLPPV
JMJD2C inh = inhibitors of GASC-1 histone demethylase, primary screen, biochemical, fluorescence, DELFIA europium; Lysine-specific demethylase 4C (Homo sapiens), Q9H3R0; GST-JMJD2C(1-420) H3K9me3 demethylation; inhibition, % at 2.35 µM; hit rate 0.069% among 330,000;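 active = more than half of a compound's replicate wells show inhibition beyond 50%, single wells judged on their own value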;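 also: signal counts dimethyl H3K9 product captured on neutravidin plate; 0% = median of DMSO wells and 100% = 0.3 times that DMSO median; strong numbers were not always called active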
Target sequence (Q9H3R0 1-420 limits assumed): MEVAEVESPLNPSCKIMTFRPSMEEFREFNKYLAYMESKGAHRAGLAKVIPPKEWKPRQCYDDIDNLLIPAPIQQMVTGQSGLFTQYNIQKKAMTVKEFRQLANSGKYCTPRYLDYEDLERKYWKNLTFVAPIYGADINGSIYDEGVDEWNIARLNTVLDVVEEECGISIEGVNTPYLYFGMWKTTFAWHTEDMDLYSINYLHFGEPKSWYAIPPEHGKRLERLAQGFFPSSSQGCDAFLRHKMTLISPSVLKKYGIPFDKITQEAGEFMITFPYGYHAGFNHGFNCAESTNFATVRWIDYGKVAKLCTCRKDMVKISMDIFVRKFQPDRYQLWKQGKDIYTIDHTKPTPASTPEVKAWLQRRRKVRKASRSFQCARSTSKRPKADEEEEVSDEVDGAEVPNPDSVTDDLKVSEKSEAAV
Efflux pump inh = inhibitors of Candida efflux pumps in yeast, primary screen, S. cerevisiae, Nile Red, multiplex; inhibition, % at 10 µM; S. cerevisiae Candida pump triplex; hit rate 0.44% among 330,000;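 active = plate passing quality check with inhibition over a set limit, or well fluorescence over plate mean plus 4 SD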;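 also: Nile Red retained in pooled yeast measured as flow cytometry median fluorescence; 0% = buffer negative control and 100% = Enniatin B positive control; higher means more Nile Red kept so more efflux inhibition; some compounds called inactive have numbers as strong as hits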
PP5 primary = PP5 phosphatase inhibitors, primary screen, biochemical, fluorescence; hit rate 0.18% among 320,000; inhibition, % at 6.7 µM; AID 1987, 2009; purified PP5c, OMFP substrate fluorescence;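 active = inhibition above the campaign's mean inhibition across all tested compounds plus 3 SD, cut at about 9.5% in these data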;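 also: 0% = DMSO only and 100% = 100 µM cantharidin control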
CTSL1 counter = Fasciola hepatica cathepsin L1 inhibitors, primary screen, counter-screen for PFM18AAP inhibitor project, biochemical, QFRET, fluorogenic peptide substrate; recombinant F. hepatica cathepsin L1, Z-Leu-Arg-MCA fluorescence; inhibition, % at 5.96 µM; AID 1906, 2009; hit rate 0.49% among 300,000;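 active = inhibition above the mean of all tested compounds plus 3 SD, set per screening campaign, cut at about 17% in these data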;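 also: 0% = plate median of test compound wells and 100% = 1 µM Z-Phe-Ala-diazomethylketone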
PREPL inh = PREPL enzyme inhibitors, primary screen, biochemical, fluorescence polarization. hit rate 0.68% among 320,000. Prolyl endopeptidase-like (Homo sapiens), Q4J6C6. recombinant PREPL, fluorescence polarization activity-based probe. inhibition, % at 5.96 µM. AID 2751, 2010; in the data active = inhibition above about 43%;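 also: 0% = enzyme with DMSO and 100% = wells lacking enzyme; many of its hits are not listed in these tables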
TPT1 inh = Candida albicans TPT1 enzyme inhibitors, primary screen, biochemical, fluorescence polarization | inhibition, % at 5 µM | recombinant caTPT1, FP RNA substrate dephosphorylation | hit rate 0.81% among 300,000 | tRNA 2'-phosphotransferase TPT1 (Candida albicans SC5314);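 active = inhibition above the mean of all tested compounds plus 3 SD, set per screening campaign, cut at about 24% in these data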;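 also: plate controls were DMSO alone for no effect and ferristatin control at 100 nM for full effect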
PP1 counter = PP1-alpha phosphatase inhibitors, primary screen, counter-screen for PP5 inhibitor project, biochemical, fluorescence, OMFP substrate, single point; Serine/threonine-protein phosphatase PP1-alpha catalytic subunit (Homo sapiens), P62136; purified PP1alpha; inhibition, % at 6.7 µM; hit rate 0.9% among 320,000;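 active = inhibition above the mean inhibition of all tested compounds plus 3 SD, computed separately for each screening campaign, cut at about 15% in these data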
Target sequence (P62136 whole entry, looked up): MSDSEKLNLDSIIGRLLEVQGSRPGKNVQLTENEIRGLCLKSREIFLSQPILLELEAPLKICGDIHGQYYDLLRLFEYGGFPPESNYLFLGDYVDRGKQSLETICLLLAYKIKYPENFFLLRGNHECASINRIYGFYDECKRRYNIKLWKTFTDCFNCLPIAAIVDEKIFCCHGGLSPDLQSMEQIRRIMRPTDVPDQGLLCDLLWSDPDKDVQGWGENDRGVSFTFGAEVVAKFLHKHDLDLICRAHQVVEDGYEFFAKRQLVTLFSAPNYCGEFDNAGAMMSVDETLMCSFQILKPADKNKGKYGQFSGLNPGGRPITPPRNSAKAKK
An asterisk follows results filed as active; i = inactive; · = no result given.

Screens in order – core dimer inh	LYPLA2 counter	JMJD2C inh	Efflux pump inh	PP5 primary	CTSL1 counter	PREPL inh	TPT1 inh	PP1 counter
1	Cc1ccc(NC(=O)CN(C)C2CCCCC2)cc1Br
  -1	7	-3	0.0	0.1	2	17	1	0
2	COc1ccc(NC(=O)Cn2c(=O)c(C)nc3ccccc32)cc1Cl
  1	10	5	-0.2	-1.0	-1	-9	0	-1
3	O=C(O)c1ccc(NC(=O)C2(c3ccccc3)CCOCC2)cc1
  -5	4	3	-0.1	-1.1	-4	-2	-2	0
4	CC1CN(Cc2nc3c(c(=O)n(C)c(=O)n3C)n2CCCO)CC(C)O1 (configuration not stated)
  1	4	-4	-0.1	-2.1	2	8	2	-3
5	COC(=O)c1ccc(OC(=O)c2cccs2)cc1
  -3	3	-6	0.1	5.5	0	28	3	-3
6	Cc1ccccc1N1CC(C(=O)N2CC(C)OC(C)C2)CC1=O (configuration not stated)
  7	9	5	-0.2	0.8	3	-4	-2	-1
7	CCOc1ccc(NS(=O)(=O)c2ccc(C)c(C(=O)NCCCn3ccnc3)c2)cc1
  6	-2	3	0.3	3.1	-6	12	-10	-8
8	O=C(CN1N=C(c2ccccc2)CCC1=O)NCCCN1CCc2ccccc2C1
  -4	8	-1	0.0	-2.0	-4	7	-1	-5
9	CNCCOc1ccccc1-c1ccccc1
  0	5	-9	-0.1	-0.9	-2	-9	0	-1
10	COc1ccccc1N1CC(C)(C)C(=O)N(C(=O)c2ccc(C)cc2)C1=S
  3	-2	1	-0.1	0.2	-2	-6	-5	-4
11	CCCCCCCCCCCCOC1OC(CO)C(O)C(O)C1NC(C)=O (configuration not stated)
  -7	9	1	0.0	-0.9	4	-2	-4	-1
12	O=C(NCc1cccnc1)NC1(C(F)(F)F)Oc2ccc(Cl)cc2O1 (configuration not stated)
  1	-4	i	0.1	0.6	0	-3	1	-1
13	Cc1ccc(CNC(=O)c2nnn(CC(=O)Nc3cccc(C)c3C)c2N)cc1
  4	-7	5	-0.1	-0.6	-3	-7	-1	-2
14	O=C1N(O)C2(C=CCCC2)/C(=N\O)C12CCCCC2 (configuration not stated)
  0	-2	-3	-0.2	-2.9	16	-2	-4	0
15	CCOc1ccc(NC(=O)c2ccccc2C(=O)c2ccccc2)cc1OCC
  0	0	-2	0.0	2.0	1	-26	0	1
16	CCCc1cc(C(=O)N2CCC(n3nccc3NC(=O)c3ccc(OC)cc3)CC2)no1
  -2	7	-6	0.0	0.5	7	-2	1	-3
17	CCCc1nnc(SCC(=O)N2CCCCC2)n1CCCOC
  -3	9	4	0.0	0.1	1	1	-10	-3
18	CC(=O)Nc1ccc(S(=O)(=O)N2CCN(C(=O)N3CCCCC3)CC2)cc1
  -14	-1	-3	0.0	-0.9	1	11	0	-3
19	Cn1ccsc1=NC(=O)c1ccc(Cl)cc1
  -88	-1	-13	-0.1	0.6	-4	3	5	-3
20	O=C1NC(=O)/C(=C\c2cn(Cc3ccccc3F)c3ccccc23)N1
  -6	3	-28	0.0	2.8	3	34	6	3
21	CCOc1ccccc1NC(=O)CN(Cc1ccccc1)S(C)(=O)=O
  2	0	8	0.0	1.3	-2	-5	-3	-5
22	CCN(CC)C(=O)CSc1nc(O)cc(=O)n1-c1ccccc1OC
  2	-1	0	0.1	-1.8	2	1	4	-3
23	CNc1cc(C(F)(F)F)nc(-c2ccccn2)n1
  0	3	-16	-0.2	0.6	2	8	0	-1
24	Cc1cc(C)n(-c2ccc(NC(=O)C3CCN(Cc4cnc(C)s4)CC3)cc2)n1
  -8	2	8	0.4	-1.5	-4	-1	5	4
25	O=S(=O)(Nc1ccc(-c2cn3c(n2)SCC3)cc1)c1cccs1
  25	2	0	-0.1	0.0	2	8	2	-3
26	Cc1cccc(C)c1NC(=O)CSc1nnc(CCCCCNC(=O)OC(C)(C)C)o1
  3	10	2	0.0	1.1	-3	-1	-1	-6
27	Cc1ccc(CSCCNC(=O)CSCc2ccc([N+](=O)[O-])cc2)cc1
  -4	7	-1	0.0	1.6	-2	2	-4	-1
28	COc1ccc(CC(=O)N(Cc2ccccc2)c2cccc(C)c2)cc1OC
  16	0	-12	-0.5	1.8	1	-9	0	-1
29	CCNC(=O)c1c(C)[nH]c(C(=O)OCC)c1C
  -3	3	-11	-1.8	-0.3	-2	0	-2	-4
30	CCCC(=O)O[C@]1(C(=O)CO)CC[C@H]2[C@@H]3CCC4=CC(=O)CC[C@]4(C)[C@H]3[C@@H](O)C[C@@]21C
  -7	-7	-13	0.0	-0.5	-2	-7	0	-3
31	CCCCSc1nc2c(c(=O)[nH]1)CCC2
  -2	8	·	-0.1	3.2	-7	0	-1	-2
32	O=C(CN1CCCC1=O)NC1C2CC3CC(C2)CC1C3 (configuration not stated)
  -14	-2	-1	0.0	4.1	-2	-3	-1	-3
33	CNn1cnc2ccsc2c1=O
  -1	6	-6	0.1	0.8	-2	-6	-1	-6
34	CC1(C)CCCC2=C1CC1C(=O)N(Cc3cccnc3)C(=O)C1C2 (configuration not stated)
  1	0	10	0.0	-0.2	3	-2	1	-1
35	O=C(Nc1ccncc1)c1cc(S(=O)(=O)N2CCCCC2)ccc1Cl
  -1	1	-2	0.0	-0.2	-1	20	-2	10
36	CC(C)CCNC(=O)c1ccc(-c2ccccc2)cc1
  10	-2	-4	0.1	0.3	-1	-1	10	-1
37	COc1cccc(NC(=O)C(=O)NCCC2CCCCN2S(=O)(=O)c2ccccc2)c1 (configuration not stated)
  8	5	6	0.1	3.6	4	-47	-5	-2
38	COC(=O)Cc1csc(/N=C/c2c(O)n(-c3cccc(C(F)(F)F)c3)c(=O)c3ccccc23)n1
  -5	-2	-2	0.1	-7.3	-11	3	2	-7
39	COc1cccc(OC)c1C(=O)Nc1ccc(C)cc1C(=O)c1ccccc1
  11	-1	-5	-0.1	0.7	-1	2	0	-1
40	CCC(=O)Nc1ccc(-c2cc3ccccc3oc2=O)cc1
  -3	-3	9	-0.1	2.1	6	1	0	4
41	CCOc1ccc(-c2nc3ccccc3c(=O)o2)cc1
  -1	0	-1	-0.1	0.1	0	-5	-1	-1
42	c1ccc(C(c2ccccc2)c2noc(CN3CCC(c4ccncc4)CC3)n2)cc1
  5	4	3	5.2*	5.4	-3	-3	0	8
43	CC(=O)Nc1ccc(NC(=O)C(Cc2ccccc2)NC(=O)C2CCCCC2)cc1 (configuration not stated)
  -5	2	2	-0.2	1.9	0	8	-3	-2
44	COc1ccc(CSc2nnc(-c3ccncc3)n2C)cc1F
  -15	2	3	-0.4	-0.2	0	23	-2	0
45	COc1ccc(N=Cc2cc(Cc3ccccc3Cl)cc([N+](=O)[O-])c2O)cc1OC
  2	3	1	-0.1	0.7	-3	13	2	0
46	CC(C)N(C1=CC(=O)OC12CCCCC2)C(C)C
  3	-2	3	-0.1	-1.5	0	7	-2	-3
47	CN(Cc1nc2ccccc2c(=O)[nH]1)CC(O)COCc1ccco1 (configuration not stated)
  0	4	44	0.0	-3.4	-2	3	-1	-4
48	COc1ccc(C(=O)NCC2CCCN2S(=O)(=O)c2cccs2)cc1OC (configuration not stated)
  -1	1	6	0.2	1.4	0	-7	-2	-6
49	Cc1cc2oc(=O)cc(CN3CCN(S(=O)(=O)c4cccs4)CC3)c2cc1C
  9	5	3	0.3	0.4	-4	-49	1	-4
50	COCCN(C(=S)Nc1ccc(C)cc1C)C(C)c1ccco1 (configuration not stated)
  -2	5	2	0.0	-1.4	0	4	-1	-2
51	CCCNC(=O)NC(=O)c1cnccc1C(F)(F)F
  -5	-1	181	0.2	1.4	-1	7	1	-4
52	CCOC(=O)c1c(-c2ccccc2)csc1NC(=O)c1ccc(S(=O)(=O)N2CCOCC2)cc1
  3	8	-1	0.0	1.2	-2	2	2	-1
53	O=C(Cc1ccc(F)cc1)Nc1nnc(-c2ccc(F)cc2)o1
  -1	4	-28	0.1	-6.6	1	15	2	7
54	O=C(c1cccc(F)c1)N1CCCC(C(=O)N2CCCCCC2)C1 (configuration not stated)
  8	-8	-6	0.2	0.8	-3	-6	-2	-8
55	COc1ccc(NC(=O)CN2C(=O)C(c3ccccc3)=NC23CCCCCC3)cc1
  9	1	-2	0.1	2.4	0	-2	-2	1
56	CCOC(=O)N1CCN(Cc2c(O)ccc3ccccc23)CC1
  5	8	-5	-0.1	2.0	-1	16	-4	-2
57	CN1CCN(S(=O)(=O)c2cccc(C(=O)Nc3cc(C(N)=O)cc(C(N)=O)c3)c2)CC1
  -7	4	0	0.1	1.7	2	5	0	-3
58	CCOc1ccc(CCNC(=O)c2oc3c(c2C)-c2[nH]ncc2CC3)cc1OCC
  0	-1	-2	-0.1	-0.8	0	-5	-1	0
59	CC(=O)C1=C(O)C(=O)N(c2ccc(Br)cc2)C1c1ccc(Cl)cc1 (configuration not stated)
  9	-3	-1	-0.1	-1.6	2	5	-3	28*
60	Cc1c(Br)c([N+](=O)[O-])nn1CC(=O)Nc1ccc(C(C)C)cc1
  1	-4	-18	0.1	3.2	3	32	-1	4
61	OCC[C@H]1C[C@@H](O)[C@H](O)[C@]2(OCCc3ccccc32)O1
  -14	-1	-7	0.0	1.7	-3	6	-1	2
62	COc1ccc(NS(=O)(=O)c2cn(C)cn2)cc1Cl
  -7	-1	6	0.2	1.0	-4	8	-2	-1
63	CCc1nnc(NC(=O)c2ccc(N3C(=O)CCC3=O)cc2)s1
  -13	-4	1	0.0	3.6	-2	1	1	-6

Screening data deposited in PubChem by several laboratories.

Not all compounds are listed; count on the stated rates, not on these rows.
